Screens from PubChem BioAssay.
RmlCD inh 1536: blocks M. tuberculosis RmlC and RmlD coupled enzymes | P9WH09+P9WH11 | RmlC+RmlD coupled enzyme assay, percent inhibition; primary screen in compound mixtures | inhibition, % at 3.6 µM | 160,000 tested, 0.03% active | AID 1533; in the data active = inhibition mostly above about 34%, no sharp cut-off; note: some results filed as inactive read as strong as hits
Target sequence (P9WH09 whole entry, looked up): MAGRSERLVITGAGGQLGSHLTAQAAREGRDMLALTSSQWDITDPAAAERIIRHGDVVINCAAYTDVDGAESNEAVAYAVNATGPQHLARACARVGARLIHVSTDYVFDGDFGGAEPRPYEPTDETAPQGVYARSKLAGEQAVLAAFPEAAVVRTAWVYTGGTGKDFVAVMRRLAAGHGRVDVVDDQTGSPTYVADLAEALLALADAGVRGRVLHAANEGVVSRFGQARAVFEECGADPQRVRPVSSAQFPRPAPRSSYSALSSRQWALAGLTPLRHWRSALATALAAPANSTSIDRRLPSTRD
Target sequence (P9WH11 whole entry, looked up): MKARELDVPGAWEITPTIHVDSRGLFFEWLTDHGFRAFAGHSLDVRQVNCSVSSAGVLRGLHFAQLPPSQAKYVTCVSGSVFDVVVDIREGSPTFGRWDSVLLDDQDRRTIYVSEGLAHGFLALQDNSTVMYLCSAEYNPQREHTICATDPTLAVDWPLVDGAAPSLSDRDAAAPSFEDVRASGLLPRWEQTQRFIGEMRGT
GlmU inhibition: inhibition of mycobacterial GlmU enzyme – biochemical, glucosamine-1-phosphate acetyltransferase (AID 1376). M. tuberculosis GlmU acetyltransferase enzyme assay; higher % means a stronger effect. one-dose inhibition, %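 (tested at 30 µM in the primary screen)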; IC50 in µM for titrated hits. 220,000 tested, 0.25% active; in the data active = inhibition above about 13%;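 note: 0% = complete reaction with vehicle and 100% = reaction without substrate; strong numbers were not always called active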
* = called active by the depositor; / = not tested or not shown.

SMILES	RmlCD inh 1536	GlmU inhibition
CCc1ccccc1NC(=O)c1ccc(CN2CCC(Cc3ccccc3)CC2)cc1	-2	3.5%
Cc1ccccc1C(=O)Nc1sc(C)c(C)c1C(=O)c1ccccc1	15	3.7%
Cc1sc(NC(=O)Cc2ccc3c(c2)OCO3)nc1-c1ccc2c(c1)CCN2C(=O)c1ccc(F)cc1	-3	1.2%
COc1cc(O)c(CC=C(C)C)c(O)c1C(=O)CCc1ccc(O)cc1	/	-1.4%
Cn1c(NNC(=O)c2c(F)cccc2F)cc(=O)n(C)c1=O	11	-2.8%
O=C(c1ccco1)N1CCN(c2ccccc2F)CC1	-11	1.6%
Cc1ccc(C)c(C(=O)CN2C(=O)NC3(CCCCCCC3)C2=O)c1	2	-0.3%
CN(C)S(=O)(=O)c1cccc(N=C2SCCN2Cc2ccccc2)c1	/	6.7%
COc1cc2[nH]c(=S)nc(NCCC(C)C)c2cc1OC	-1	3.9%
Cn1c(=O)c2c(nc(CN3CCN(Cc4ccccc4)CC3)n2Cc2ccc(F)cc2)n(C)c1=O	/	-1.6%
COc1ccccc1NC(=O)c1ccc(-c2nn(C)c(=O)c3ccccc23)cc1	19	-2.4%
Cc1nn(-c2ccccc2)c(Cl)c1C1C(C#N)=C(N)Oc2c1c(=O)oc1ccccc21 (configuration not stated)	/	-6.6%
CC1=C(C(=O)OCC2CCCO2)C(c2ccc(C)cc2)C2=C(CCCC2=O)N1 (configuration not stated)	/	6.6%
CC(C)c1ccc(NC(=O)c2ccc(NS(C)(=O)=O)cc2)cc1	4	-1.4%
Cc1ccc(NC(=O)Cc2ccc3c(c2)CCCC3)cc1C	-7	0.1%
O=C(Nn1cnc2ccccc2c1=O)c1ccc([N+](=O)[O-])cc1	/	2.6%
CC1COC(C)(CC(=O)NN2C(=O)c3ccccc3C2=O)O1 (configuration not stated)	5	6.7%
COc1ccccc1CN1C(=O)CN(C2CCCCCC2)C(=O)C1c1ccc(F)cc1 (configuration not stated)	17	1.9%
C=CCNC(=S)NNC(=O)c1ccncc1	2	3.0%
O=C(c1cc(F)ccc1F)C1CCCN(C(=O)CCc2cnccn2)C1 (configuration not stated)	6	5.5%
COc1ccc(S(=O)(=O)N(CC(=O)NCc2cccnc2)c2ccc(F)cc2)cc1OC	/	3.1%
COc1ccc(-c2cn3cccc(C)c3n2)cc1Br	-6	6.4%
O=C(Cn1c(=O)sc2ccccc21)OC(CCl)CCl	/	-0.8%
COc1ccc(OCC(=O)NNC(=O)c2cccnc2)cc1	24	0.6%
Cc1cc2ccccc2n1CCNC(=O)COc1ccc2ccccc2c1	-11	2.9%
The list goes on:
SMILES	RmlCD inh 1536	GlmU inhibition
CCCCN(C(C)=O)c1c(N)n(CCC)c(=O)n(CC(=O)Nc2cc(Cl)cc(Cl)c2)c1=O	-1	-1.1%
COc1ccc(OC)c(CNc2ccc([N+](=O)[O-])cc2C)c1	15	-0.8%
Cn1ccnc1C(=O)c1cc(SCC(=O)NCc2ccccc2)nc2ccccc12	/	1.1%
O=C(CN(CC1CCCO1)C(=O)CCC(=O)Nc1nccs1)NCc1ccc2c(c1)OCO2 (configuration not stated)	/	3.6%
Cc1ccc(OCC(=O)N2CCN(C(=O)c3ccc([N+](=O)[O-])cc3)CC2)cc1	-2	-2.5%
O=C(COc1ccc(Br)cc1CNC1CCCCC1)NCCc1ccccc1	2	-0.8%
CCCCNC(=O)CS(=O)Cc1nc(-c2cccs2)oc1C (configuration not stated)	4	-4.2%
CN1Cc2sc(N)c(C#N)c2CC1(C)C	/	-5.0%
COC(=O)c1cccc(C23CC4(C2)[C@H](CN(Cc2ccc(C(F)(F)F)cc2)[C@@H]4c2ccccc2)C3c2ccccc2)c1 (some centres not stated)	/	-0.9%
CCNC(=O)OCCC12CC3CC(CC(C3)C1)C2	-9	-2.9%
O=C(O)CSCC(=O)NCc1ccc(Cl)cc1Cl	14	-2.8%
CCOC(=O)C(O)(c1ccc(NC(=O)c2ccco2)c(OC)c1)C(F)(F)F (configuration not stated)	6	0.9%
Cc1ccc(/C=N/Nc2ccc(C(=O)O)cc2)s1	-13	8.9%
CCn1c(SCc2c(F)cccc2Cl)nnc1-c1ccco1	-9	-2.0%
Cc1cccc(OCC(=O)Nc2ccc(S(=O)(=O)Nc3ccccn3)cc2)c1	5	-2.7%
CCN(CC(=O)NCc1cccs1)S(=O)(=O)c1cccc(C(C)=O)c1	/	3.2%
COc1ccc(-c2c(S(=O)(=O)c3ccccc3)cnn2-c2ccccc2)cc1	15	-0.2%
CCCCN1C(=O)/C(=c2\sc3nc(=O)c(-c4ccccc4)nn3c2=O)c2ccccc21	/	2.6%
O=C1C2(c3ccccc3)CN(CCCO)CC1(c1ccccc1)CN(CCCO)C2	-5	3.0%
Cn1c(Cc2ccccc2)nnc1SCC(=O)N1CCOCC1	-3	-0.8%
COc1ccc(-c2nc(-c3cccc(C)c3)[nH]c(=O)c2C#N)cc1	-5	4.4%
O=[N+]([O-])c1cccc(Cl)c1NCCNS(=O)(=O)c1ccc(Cl)cc1	-1	2.5%
O=C(O)Cc1sc(Nc2ccc(F)cc2)nc1-c1cccs1	/	-1.0%
CC(=O)N(C(C)=O)c1ncnc2c1c(-c1ccc(Cl)cc1)nn2C(C)(C)C	17	-6.4%
Cn1c(=O)[nH]c(=O)c2c1nc(CN1CCN(c3cccc(Cl)c3)CC1)n2CCCc1ccccc1	-2	-1.6%

Single records, from the list above.
COc1ccc(OC)c(CNc2ccc([N+](=O)[O-])cc2C)c1 across the screens: RmlCD inh 1536: 15; GlmU inhibition: -0.8%
O=C(O)CSCC(=O)NCc1ccc(Cl)cc1Cl across the screens: RmlCD inh 1536: 14; GlmU inhibition: -2.8%

Back to the main list; the three compounds before the break are reprinted first.
SMILES	RmlCD inh 1536	GlmU inhibition
O=C(O)Cc1sc(Nc2ccc(F)cc2)nc1-c1cccs1	/	-1.0%
CC(=O)N(C(C)=O)c1ncnc2c1c(-c1ccc(Cl)cc1)nn2C(C)(C)C	17	-6.4%
Cn1c(=O)[nH]c(=O)c2c1nc(CN1CCN(c3cccc(Cl)c3)CC1)n2CCCc1ccccc1	-2	-1.6%
Cc1ccc(C)n1-c1ccc(NC(=O)c2ccccc2)cc1	2	1.3%
Cc1nn(C)c(C)c1NC(=O)CSc1nc(C2CC2)nc2c1cnn2-c1ccccc1	/	-4.8%
CCCn1c(N)c(C(=O)CSc2nnc(-c3ccco3)n2Cc2ccccc2)c(=O)[nH]c1=O	7	1.6%
COC(=O)C1=C(C)Nc2ccc(C)cc2S1	8	7.9%
Cc1ccc2nc(CSc3nnc(Nc4ccccc4C)s3)cc(=O)n2c1	16	1.1%
Cc1c(NC(=O)c2cccc(-c3cc4ccccc4oc3=O)c2)cccc1-c1nc2ncccc2o1	20	-4.2%
Cc1nnc(NC(=O)CSc2ccc(-c3ccc(Cl)cc3)nn2)s1	-11	-4.8%
C=CCSc1nnc(NC(=O)CSc2nc3ccccc3o2)s1	3	/
CCCS(=O)(=O)C(=C(Nc1ccc(OC)cc1)Nc1ccc(OC)cc1)S(=O)(=O)CCC	-6	7.2%
CCOC1(OCC)C(c2ccc(N)cc2)C(C#N)(C#N)C1(OCC)OCC (configuration not stated)	-3	-3.5%
CSc1cccc(NC(=O)CN2C(=O)c3ccccc3S2(=O)=O)c1	-7	3.9%
Cc1ccc(/C=C/S(=O)(=O)NCc2ccc(F)cc2)cc1	-1	0.0%
Cc1cc(C)cc(N(CC(=O)NC(C)(C)C)C(=O)CNC(=O)c2cccs2)c1	9	3.7%
Cc1ccc(/C=C/C(=O)Nc2ccc(Oc3ccccc3)cc2)o1	/	-2.6%
COc1ccccc1/C=C/C1C(C(=O)OCC(C)C)=C(C)N=C2SCCC(=O)N21 (configuration not stated)	-10	-4.6%
COC(=O)Cn1nnc2c(cnn2-c2ccccc2)c1=O	-8	0.0%
CCOC(=O)C1=C(c2ccccc2)NC(SCC(=O)Nc2ccccc2C)=C(C#N)C1c1ccco1 (configuration not stated)	14	/
COc1ccc(C2(C#N)CCC(=O)N2c2ccccc2)cc1 (configuration not stated)	-15	1.3%
CC(C)C(=O)Nc1cc(C(F)(F)F)ccc1-n1ccnc1	16	2.5%
CC(C)c1ccc(O)c(NC(=O)c2cccnc2)c1	/	3.5%
Cc1ccc(-c2nc3ccccc3n3nnnc23)cc1	4	-2.2%
Cc1ccc(-c2c(C(=O)NCc3ccc(F)cc3)oc(=O)c3ccccc23)cc1	14	-4.3%
CC(Sc1nnc(Nc2ccccc2)s1)C(=O)NC1CCCc2ccccc21 (configuration not stated)	/	-2.7%
COc1ccc(OC)c(NC(=O)CSc2nnc(CNc3ccc(C)cc3C)o2)c1	24	2.4%
O=c1[nH]c(Cc2ccccn2)nc2scc(-c3ccccc3Cl)c12	-2	1.6%
Carrying on:
SMILES	RmlCD inh 1536	GlmU inhibition
CC(C)C(NC(=O)CSCc1ccc([N+](=O)[O-])cc1)C(C)C	8	1.3%
CCOC(=O)N1CCN(C(=O)CCCN2C(=O)CSc3nc(C)cc(C)c32)CC1	4	-2.9%
CCCN(CCC)S(=O)(=O)c1ccc(C(=O)NNc2nc(-c3ccccc3)c3cc(Br)ccc3n2)cc1	5	-3.5%
N/C(=N\OC(=O)CCC1CCCC1)c1ccccc1	-3	-4.1%
O=C1C(Cc2ccccc2)NC(=S)N1Cc1ccccc1 (configuration not stated)	4	4.1%
COc1ccccc1-c1nnc(SCC(=O)N2CCC(C)CC2)o1	20	0.2%
O=C1C2ON(c3ccccc3)C(c3cccnc3)C2C(=O)N1Cc1ccccc1 (configuration not stated)	5	3.9%
CC(C)NS(=O)(=O)c1ccc(OCC(=O)Nc2cccc(F)c2)cc1	-10	0.0%
O=C(N1CCOCC1)C1(c2ccc(Cl)cc2)CCCC1	/	-2.7%
O=C(Nc1nc(-c2ccccc2)c(-c2ccccc2)s1)c1ccc(S(=O)(=O)N2CCCC2)cc1	10	/
O=S(=O)(c1ccccc1F)N(Cc1ccco1)Cc1nnc(-c2ccccc2Br)o1	2	2.2%
COc1ccc(CNC(=O)Oc2ccccc2)cc1Cl	/	-3.2%
NCCc1nnc(SCC(=O)c2ccc(Cl)cc2)o1	-11	1.7%
CC(=O)NNc1nc(-c2ccc(NC(C)=O)cc2)cs1	-5	-2.6%
O=C(CSCc1ccc(Br)cc1)NC1CC1	33	-0.7%
O=c1c2ccccc2nc(-c2ccccc2)n1Cc1ccco1	10	0.2%
COc1cccc(CN2CCNC(=O)C2CC(=O)NCCc2cccc(C)n2)c1OC (configuration not stated)	7	3.8%
Cc1ccc2c(c1)[nH]c1c(N3CCN(Cc4ccccc4)CC3)ncnc12	/	-2.3%
Cc1[nH]c2ccccc2c1CN1CCC(Cc2ccccc2)CC1	-10	-4.6%
CCOc1cc(/C=N/Nc2cc(C)nc(-n3nc(C)cc3C)n2)ccc1O	-51	5.2%
CCOC(=O)c1cnc2c(C#N)c(C)nn2c1-c1ccccc1	11	-4.5%
Cc1ccc(C)n1CCN1CCN(C(=O)CSc2nc3ccccc3nc2N2CCOCC2)CC1	/	-15%
O=C1CCC(=O)c2oc3ccccc3c2N1	/	3.0%
O=C(CC1NCCNC1=O)OCCCc1ccccc1 (configuration not stated)	9	-4.9%
CN(C)C(=O)CSc1nc(SCC(=O)N(C)C)n(-c2ccccc2)n1	9	-0.9%
The list continues.
SMILES	RmlCD inh 1536	GlmU inhibition
CC1=C(C(=O)Nc2ccccc2)C(c2ccncc2)C(C#N)=C(SCC(=O)NC2CC2)N1 (configuration not stated)	5	-3.7%
Cc1ccc(C(=O)c2ccc(N3CCN(C)CC3)c([N+](=O)[O-])c2)cc1	6	5.8%
COc1cc(CCC(=O)OCC(=O)Nc2nc(C)c(Cl)cc2Cl)cc(OC)c1OC	-11	-1.1%
C/C(=N\NC(=S)NC(C)C)c1ccc(C(C)(C)C)cc1	2	0.8%
O=C(CCn1nc(-c2ccc(Cl)cc2)ccc1=O)NCCCN1CCCCCC1	-5	-10%
O=C(NN1C(=O)c2ccccc2NC1c1ccco1)c1ccccc1 (configuration not stated)	5	3.3%
CCOc1ccc(N2CC(C(=O)NCCC3=CCCCC3)CC2=O)cc1 (configuration not stated)	10	2.9%
CCN(CC)c1ccc(NC(=O)C2CCC(CNc3c(N4CCCC4)c(=O)c3=O)CC2)c(C)c1 (configuration not stated)	6	-4.7%
C=CCNC(=O)c1onc(CSc2ccc(F)cc2)c1C(=O)NCCOC	2	1.7%
CN(C)S(=O)(=O)c1ccc(C(=O)OCC(=O)NCc2ccccc2)cc1	5	-3.3%
Cc1ccc(-n2nnnc2SCc2ccccn2)cc1C	7	/
O=C(NCCN1CCCCC1)c1c(O)c2ccccc2[nH]c1=O	99	3.8%
COc1ccc(CNS(=O)(=O)NCc2ccccc2)cc1	-6	/
CC(C)CC(c1nnnn1CCc1ccccc1)N1CCC(C(N)=O)CC1 (configuration not stated)	/	-2.2%
CCCOc1ccc(C(=O)Nc2ccc(S(=O)(=O)Nc3cc(C)nc(C)n3)cc2)cc1	1	-0.9%
Oc1ccc(-c2nc3ncccn3c2Nc2ccc3c(c2)OCO3)cc1	-13	1.2%
CC(NC(=O)/C=C/c1cnc2ccccc2n1)C12CC3CC(CC(C3)C1)C2 (configuration not stated)	/	0.5%

Another view of some results above:
Cc1ccc(-n2nnnc2SCc2ccccn2)cc1C
  RmlCD inh 1536: 7 | GlmU inhibition: /
CCCOc1ccc(C(=O)Nc2ccc(S(=O)(=O)Nc3cc(C)nc(C)n3)cc2)cc1
  RmlCD inh 1536: 1 | GlmU inhibition: -0.9%
COc1ccc(CNS(=O)(=O)NCc2ccccc2)cc1
  RmlCD inh 1536: -6 | GlmU inhibition: /
O=C(NN1C(=O)c2ccccc2NC1c1ccco1)c1ccccc1 (configuration not stated)
  RmlCD inh 1536: 5 | GlmU inhibition: 3.3%

The list is partial; the hit share may differ from the screen's.
